Bioassay records: PubChem BioAssay, several laboratories
H9c2 protect: protects H9c2 cardiomyocytes from peroxide injury. H2O2 injury protection, ATPLite, 2 h. protection from H2O2 cell death, % at 20 µM. actives 0.63% (n = 360,000);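 active = compounds giving at least 50% protection of heart cells from peroxide-induced death in the single-dose screen, raw or plate-pattern-corrected value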;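 note: 0% = DMSO wells with peroxide and 100% = DMSO wells without peroxide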
m5-HT2A agonist: mouse HTR2A agonism via beta-arrestin recruitment; CHO-K1 mHTR2A beta-arrestin complementation, luminescence; percent of 30 µM serotonin response; activation, % at 7.6 µM; actives 0.66% (n = 360,000); P35363;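 active = activation above a run cutoff, the mean activation of all tested compounds plus 3 SD, cut at about 14% in these data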;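 note: 0% = plate median of compound wells and 100% = 30 µM serotonin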
MC4R antagonist: human MC4R antagonism in cAMP assay; MC4R-expressing cells, MTII-stimulated cAMP, LANCE TR-FRET; P32245; inhibition, % at 6.5 µM; actives 0.48% (n = 360,000);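 active = inhibition above its plate's cutoff, the mean of tested wells on that plate plus 3 SD, cut at about 29% in these data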;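 note: 0% = Melanotan II alone and 100% = Melanotan II plus saturating MCL0020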
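Material – human MC4R-expressing U2OS cells · Repeats – no replicates · Detection – TR-FRET with Eu-cAMP and labeled anti-cAMP, 671 nm · Times – compound 30 min, challenge 1 h, detection 1 h · Compound – single nominal compound dose of 6.5 µM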
CaV13 ICDI inh: Disruptors of the CACNA1D IQ motif to Ca2+-dependent inactivation inhibitor domain association, primary screening, Förster resonance energy transfer in intact living …. HEK cells, CFP/YFP FRET ICDI-IQ, plate reader, 10 min; percent FRET-ratio fall versus neutral wells. inhibition, % at 12.3 µM. actives 0.098% (n = 340,000). AID 743397;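 active = mean replicate inhibition of at least 30% and at least 1% of replicates passing that level; inconclusive = only one of the two criteria is met; inactive = neither criterion is met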;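 note: 0% = median of the neutral control wells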
ABHD5 PLIN5 PPI: inhibitors of human ABHD5-perilipin-5 interaction; Split G. princeps luciferase complementation, luminescence, 4 h; Q00G26+Q8WTS1; inhibition, % at 4 µM; actives 0.78% (n = 360,000);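 active = inhibition above the mean inhibition across every tested compound plus 3 SD, cut at about 22% in these data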;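 note: 0% = DMSO only wells and the 100% control is not disclosed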
Target sequence (Q00G26 whole entry, looked up): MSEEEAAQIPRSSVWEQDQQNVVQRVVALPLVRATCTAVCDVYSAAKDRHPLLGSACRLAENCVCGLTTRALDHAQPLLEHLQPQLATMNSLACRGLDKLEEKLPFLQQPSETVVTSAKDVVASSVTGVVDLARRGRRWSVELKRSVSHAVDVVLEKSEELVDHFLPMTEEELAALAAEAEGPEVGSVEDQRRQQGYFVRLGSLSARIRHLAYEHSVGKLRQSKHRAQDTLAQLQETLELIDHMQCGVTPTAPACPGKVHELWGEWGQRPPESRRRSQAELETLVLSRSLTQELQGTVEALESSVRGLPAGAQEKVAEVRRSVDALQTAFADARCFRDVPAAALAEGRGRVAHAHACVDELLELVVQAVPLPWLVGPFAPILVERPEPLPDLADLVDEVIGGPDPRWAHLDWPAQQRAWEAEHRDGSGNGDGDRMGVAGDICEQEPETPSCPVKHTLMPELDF
Target sequence (Q8WTS1 whole entry, looked up): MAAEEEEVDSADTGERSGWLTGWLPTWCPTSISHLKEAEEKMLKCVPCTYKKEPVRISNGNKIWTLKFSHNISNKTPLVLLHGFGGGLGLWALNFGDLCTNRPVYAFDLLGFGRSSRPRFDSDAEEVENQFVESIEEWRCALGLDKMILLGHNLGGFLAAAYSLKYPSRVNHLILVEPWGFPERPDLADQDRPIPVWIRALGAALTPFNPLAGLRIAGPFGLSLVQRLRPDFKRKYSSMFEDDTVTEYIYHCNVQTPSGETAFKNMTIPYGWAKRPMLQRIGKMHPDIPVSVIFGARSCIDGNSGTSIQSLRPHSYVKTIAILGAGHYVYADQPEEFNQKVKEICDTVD
MC4R barr agon: activates human MC4R beta-arrestin recruitment; P32245; U2OS MC4R beta-arrestin complementation, luminescence; percent of melanotan II response, DMSO zero; activation, % at 8.9 µM; actives 0.98% (n = 360,000); AID 540308;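 active = activation above a per-plate cutoff, the mean activation of sample wells on that plate plus 3 SD, cut at about 8% in these data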
N-glyco inh: blocks N-linked glycosylation in D54 reporter cells; D54 ERlucT glycosylation luciferase reporter, 24 h; percent of 100 nM tunicamycin response; reporter increase, % at 12.5 µM; actives 0.23% (n = 360,000); AID 588692;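 active = mean luciferase reporter signal, scaled so untreated is 0 and the glycosylation-blocking control 100, at or above a set limit in every replicate; inconclusive = mean reaches the limit but not every replicate does; inactive = mean below the limit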;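 note: luciferase carries N-glycosylation sites so blocking glycosylation raises the light; 0% = median of neutral control wells and 100% = median of 100 nM tunicamycin wells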
PDI turbidity: blocks human protein disulfide isomerase activity; inhibition, % at 10 µM; PDI insulin aggregation turbidity, A650, 90 min; actives 0.052% (n = 350,000);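 active = mean inhibition across replicates of 30% or more, whatever share of single replicates reach that level; inconclusive = mean inhibition below 30% while every single replicate reaches 30%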;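 note: absorbance from insulin aggregation driven by PDI reduction with DTT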
ABCB6 inh 2: blocks the human ABCB6 transporter; fluorescence ratio to DMSO, % at 10 µM; K562-ABCB6 porphyrin accumulation, flow cytometry, 1 h; hits give low values; actives 0.19% (n = 360,000);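 active = fluorescence ratio to DMSO below 75%, the collection mean minus 3 SD; inconclusive = too few cells collected in the well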;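 note: signal is porphyrin accumulated inside mitochondria; 100% equals median channel fluorescence of DMSO control wells; lower ratio means ABCB6 inhibition with less porphyrin fluorescence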
Granule exo inh: blocks lytic granule exocytosis; TALL-104 LAMP-1 surface exposure, flow cytometry; cells stimulated with thapsigargin and PMA; actives 0.66% (n = 360,000); inhibition, % at 10 µM;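 active = inhibition above about 55%, limit read from the data; inconclusive = no clear call, values can overlap the other calls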
Starred values were filed as active, the others as inactive; ? = inconclusive; / = no result given.

SMILES	H9c2 protect	m5-HT2A agonist	MC4R antagonist	CaV13 ICDI inh	ABHD5 PLIN5 PPI	MC4R barr agon	N-glyco inh	PDI turbidity	ABCB6 inh 2	Granule exo inh
O=C(O)/C=C/c1cccc(OCc2ccccc2)c1	-2	-3	0	-5	-8	-2.5	-2	-1	102	0
O=C(Nc1ccccc1)N1CC=C(c2ccc(F)cc2)CC1	-4	-10	0	1	0	-1.2	-4	17	100	-1
CC1CN(Cc2nc3c(c(=O)[nH]c(=O)n3C)n2CCN2CCOCC2)CC(C)O1 (centres undefined)	6	2	17	-6	4	-1.0	0	-6	101	-1
O=C(N/C(=C/c1ccc(Cl)cc1)c1nc2ccccc2[nH]1)c1ccco1	4	-2	4	-4	-1	-1.0	3	5	99	-2
CN(c1ccccc1)S(=O)(=O)c1cccc(NC(=O)CN2CCc3ccccc3C2)c1	-12	13	8	-7	0	-1.1	0	8	98	8
O=C(Nc1cccc2nsnc12)c1ccc2c(c1)OCCO2	-9	-1	-4	-8	0	-1.2	-2	0	98	5
CC(=O)Nc1ccc(NC(=O)c2ccco2)cc1	-3	-3	8	-4	5	-1.6	1	-2	101	3
CC(=O)Cn1ncc(N2CCOCC2)c(Br)c1=O	-4	-1	1	2	-6	-3.1	-1	1	146	-2
CCOc1cc(C=O)ccc1OCC(N)=O	19	1	7	-2	-2	-3.9	1	-4	97	4
CC(C)c1ncc(C(O)c2ccccc2)n1C (centres undefined)	-1	-4	2	-5	-6	-1.8	1	-6	99	1
CC(=O)Nc1ccc(S(=O)(=O)N2CC3(C)CC2CC(C)(C)C3)cc1 (centres undefined)	-5	3	0	-6	6	-0.2	-2	-2	102	3
c1ccc2nc(N3CCOCC3)c(N3CCCC3)nc2c1	-2	-2	-3	-6	-4	-0.6	2	-1	96	-11
COc1ccc(-c2nc3ncccc3o2)cc1NC(=O)c1ccco1	31	-4	12	-7	-3	3.2	2	-6	99	-13
O=C(Nc1csc([N+](=O)[O-])c1)Nc1c(Cl)cccc1Cl	-12	-9	3	-3	6	-0.9	-6	10	98	9
CC(C)n1nccc1NS(=O)(=O)c1ccccc1	19	3	2	-2	2	-0.3	-1	-2	97	1
O=C(NC1CCCCC1)C1CCN(C(=O)NCc2ccccc2)CC1	8	3	2	-6	5	1.1	1	10	96	-6
CCOC(=O)C(=O)c1cn(C2OCC(OC(C)=O)C(OC(C)=O)C2OC(C)=O)c2ccccc12 (centres undefined)	10	5	-4	-6	13	2.0	-1	-1	99	1
CC(=O)Nc1ccc(NC(=O)c2cccc3c2-c2ccccc2C3=O)cc1	2	-4	3	-5	1	-2.5	4	-1	90	1
O=C(CN1CCOc2ccccc21)NCc1ccc(Cl)cc1	-21	-2	3	-2	3	-0.8	2	/	103	0
Cc1ccc(NC(=O)C2CCCN(c3ncnc4c3nc3n4CCCCC3)C2)nc1 (centres undefined)	4	10	21	-3	6	-1.1	2	-4	92	2
CCOC(=O)C1=C(c2ccccc2)NC(N)=NC1c1ccc(OCc2ccc(Cl)cc2)c(OC)c1 (centres undefined)	-9	-2	10	-4	10	12*	-1	7	97	3
O=C1OC(N2CCN(Cc3ccccc3)CC2)c2ccccc21 (centres undefined)	-6	-3	-2	-4	-5	-1.9	1	-1	99	1
Cc1cc(C)cc(NC(=O)CSc2nnc(-c3ccccc3Br)o2)c1	-1	-5	2	-3	-4	-1.1	5	3	101	2
O=C(CCn1nnc2ccccc2c1=O)NCC1CCC(C(=O)O)CC1 (centres undefined)	2	2	2	-6	-6	-1.5	-1	-4	98	2
CCn1nc(C)c(CN2CCCC(CO)(Cc3ccccc3)C2)c1C (centres undefined)	-2	3	-5	3	3	2.9	-1	2	88	1

5 compounds out of the list, ordered by molar mass, falling.
SMILES	H9c2 protect	m5-HT2A agonist	MC4R antagonist	CaV13 ICDI inh	ABHD5 PLIN5 PPI	MC4R barr agon	N-glyco inh	PDI turbidity	ABCB6 inh 2	Granule exo inh
CC1CN(Cc2nc3c(c(=O)[nH]c(=O)n3C)n2CCN2CCOCC2)CC(C)O1 (centres undefined)	6	2	17	-6	4	-1.0	0	-6	101	-1
CC(=O)Nc1ccc(NC(=O)c2cccc3c2-c2ccccc2C3=O)cc1	2	-4	3	-5	1	-2.5	4	-1	90	1
CCn1nc(C)c(CN2CCCC(CO)(Cc3ccccc3)C2)c1C (centres undefined)	-2	3	-5	3	3	2.9	-1	2	88	1
COc1ccc(-c2nc3ncccc3o2)cc1NC(=O)c1ccco1	31	-4	12	-7	-3	3.2	2	-6	99	-13
CC(C)n1nccc1NS(=O)(=O)c1ccccc1	19	3	2	-2	2	-0.3	-1	-2	97	1

Three records drawn at random from the list so far:
SMILES	H9c2 protect	m5-HT2A agonist	MC4R antagonist	CaV13 ICDI inh	ABHD5 PLIN5 PPI	MC4R barr agon	N-glyco inh	PDI turbidity	ABCB6 inh 2	Granule exo inh
CCOc1cc(C=O)ccc1OCC(N)=O	19	1	7	-2	-2	-3.9	1	-4	97	4
CC(C)n1nccc1NS(=O)(=O)c1ccccc1	19	3	2	-2	2	-0.3	-1	-2	97	1
CCn1nc(C)c(CN2CCCC(CO)(Cc3ccccc3)C2)c1C (centres undefined)	-2	3	-5	3	3	2.9	-1	2	88	1

New compounds follow.
SMILES	H9c2 protect	m5-HT2A agonist	MC4R antagonist	CaV13 ICDI inh	ABHD5 PLIN5 PPI	MC4R barr agon	N-glyco inh	PDI turbidity	ABCB6 inh 2	Granule exo inh
CCN1CCCC1CNC(=O)c1ccc2c(c1)NC(=O)/C(=C\c1ccc(C)cc1)S2 (centres undefined)	-17	-14	7	-2	19	15*	-12	-13	100	61*
O=C(Nc1cc2c(oc1=O)CCCC2=O)c1ccccc1	1	-3	-3	-5	8	-1.7	1	0	101	1
O=C1N=c2ccccc2=C1c1[nH]c(=S)[nH]c1O	2	-6	-32	-3	-2	-2.4	7	-23	98	-1
C1CSC2(N1)C1CC3CC(C1)CC2C3 (centres undefined)	0	4	2	/	-43	-0.5	0	3	104	-2
COc1ccc(NCc2nnc(SCc3ccc(Cl)cc3)n2-c2ccccc2)cc1	-5	-5	7	-18	7	-0.3	-4	7	93	52
CCCCc1nnc(NC(=O)CSc2nc(C)cc(=O)[nH]2)s1	2	-1	6	-7	-3	-1.2	1	10	96	-4
Cc1ccccc1-n1c(CSC(=N)N)nc2ccccc2c1=O	-3	5	0	-4	-9	-1.6	2	-5	106	0
CCNC(=O)CC1C(=O)N(c2ccccc2)C(=O)N1CCc1ccc(OC)c(OC)c1 (centres undefined)	8	7	3	-7	3	-0.5	1	-9	106	-2
CC1=NN(C(=O)c2cc(C)nn2C)C(O)(C(F)(F)F)C1 (centres undefined)	3	1	7	-5	2	-2.0	3	-2	100	?
CCn1c(=O)c2c(nc3n2CCCN3CCc2ccc(OC)c(OC)c2)n(C)c1=O	28	6	19	-4	-1	-1.8	3	-5	101	1
CC(Sc1nncn1C)C(=O)NCCC1=CCCCC1 (centres undefined)	1	3	-3	-5	-9	0.3	-2	-1	98	-4
C[C@H](CO)N1C[C@H](C)[C@@H](CN(C)C)Oc2c(NS(=O)(=O)c3cn(C)cn3)cccc2C1=O	-1	4	-6	-3	-4	-2.0	2	-9	97	1
COC(=O)Nc1ccc(S(=O)(=O)N2CCCC(C(=O)N3CCC(C)CC3)C2)cc1 (centres undefined)	-9	0	7	-7	-4	-3.3	-3	5	94	-1
CCCN1CCN(C(=O)CCn2c(=O)c3cccn3c3cccnc32)CC1	-4	-5	-5	-5	8	0.9	-1	9	97	4
CC(C)c1onc(C(=O)N2CCN(C(c3ccccc3)c3ccccc3)CC2)c1[N+](=O)[O-]	-6	-2	12	-2	5	-0.2	1	/	96	1
O=C(O)c1ccc(/C=N/NC(=O)c2ccc(F)cc2)cc1	-6	1	1	-5	8	0.3	1	6	97	1
Cc1cccc(-n2c(=O)c3c(n4cnnc24)-c2ccccc2CC32CCCCC2)c1	-7	10	11	/	-5	1.6	1	-5	97	7
CC1OC(C(C)(C)C)Cc2[nH][nH]c(=O)c21 (centres undefined)	/	-3	/	-5	0	/	/	/	103	-9
Nc1ncnc2c1ncn2[C@@H]1O[C@H](C(=O)N(CCC2=CCCCC2)CC2CC2)[C@@H](O)[C@H]1O	-5	-2	/	-2	-4	/	0	/	101	5
CCOC(=O)N1CCC(NC(=O)C2CCN(S(=O)(=O)c3ccc4c(c3)oc(=O)n4C)CC2)CC1	-4	0	8	-2	-10	-4.4	0	-3	95	2
COC(=O)C1=C(C)NC(=O)CC1c1ccc(C(=O)OC)cc1 (centres undefined)	-2	1	0	/	-9	-1.6	2	3	97	-1
CC(=O)Nc1cccc(NC(=O)C2CC(=O)N(c3ccc(C)cc3)C2)c1 (centres undefined)	6	8	8	-7	1	0.7	0	1	101	-1
CCN(CC)C(=O)CSc1nc2ccc(NC(=O)CSc3nnc(N)s3)cc2s1	-17	-1	4	/	-2	-0.7	-4	0	111	7
CN(C)S(=O)(=O)n1cc(/C=C(\NC(=O)c2ccccc2)C(=O)NCCN2CCOCC2)c2ccccc21	7	-2	5	-7	-8	-3.3	4	-4	99	1
CC1=CC=CN2CC(O)CN=C12 (centres undefined)	-1	28*	14	/	2	0.2	3	-1	100	-3
Cc1cccc(C(=O)NC2CC(C)(C)NC(C)(C)C2)c1	-2	0	3	/	5	-0.1	1	-3	109	3
COc1ccccc1CNC(=O)c1cc(=O)c2ccccc2o1	12	6	1	-6	10	2.5	0	-1	101	-2

Structural class, the entries above containing two or more sulfur atoms
SMILES	H9c2 protect	m5-HT2A agonist	MC4R antagonist	CaV13 ICDI inh	ABHD5 PLIN5 PPI	MC4R barr agon	N-glyco inh	PDI turbidity	ABCB6 inh 2	Granule exo inh
CCCCc1nnc(NC(=O)CSc2nc(C)cc(=O)[nH]2)s1	2	-1	6	-7	-3	-1.2	1	10	96	-4
CCN(CC)C(=O)CSc1nc2ccc(NC(=O)CSc3nnc(N)s3)cc2s1	-17	-1	4	/	-2	-0.7	-4	0	111	7

Some values from above:
Entry for CC(Sc1nncn1C)C(=O)NCCC1=CCCCC1 (centres undefined) in N-glyco inh: -2
Entry for C1CSC2(N1)C1CC3CC(C1)CC2C3 (centres undefined) in MC4R antagonist: 2
